NOD1 inhibition = inhibition of NOD1-driven NF-kB reporter – cell-based, luminescence, uHTS, primary screen (AID 1578); NOD1-driven NF-kB luciferase reporter cells, luminescence; higher % means a stronger effect; one-dose inhibition, % at 4 µM; EC50 in µM for titrated hits; hit rate 1% among 290,000; in the data active means inhibition mostly above about 36%, no sharp cut-off; inactive means mostly below about 34%;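 further: HEK-293T reporter cells stimulated with the NOD1 agonist gamma-tri-DAP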
NTR1 agonist = agonists of NTR1, primary screen, imaging, U2OS cells, beta-arrestin-GFP, high content (AID 493036) | NTR1-U2OS beta-arrestin-GFP spot imaging, agonist mode | activation, % at 20 µM | P30989 | hit rate 0.17% among 330,000;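 active means activation at or above 40% of the spot to cytoplasm intensity ratio, with at least 20 cells analyzed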;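 further: 0% = DMSO without peptide and 100% = 100 nM NTR1 peptide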
Target sequence (P30989 whole entry, looked up): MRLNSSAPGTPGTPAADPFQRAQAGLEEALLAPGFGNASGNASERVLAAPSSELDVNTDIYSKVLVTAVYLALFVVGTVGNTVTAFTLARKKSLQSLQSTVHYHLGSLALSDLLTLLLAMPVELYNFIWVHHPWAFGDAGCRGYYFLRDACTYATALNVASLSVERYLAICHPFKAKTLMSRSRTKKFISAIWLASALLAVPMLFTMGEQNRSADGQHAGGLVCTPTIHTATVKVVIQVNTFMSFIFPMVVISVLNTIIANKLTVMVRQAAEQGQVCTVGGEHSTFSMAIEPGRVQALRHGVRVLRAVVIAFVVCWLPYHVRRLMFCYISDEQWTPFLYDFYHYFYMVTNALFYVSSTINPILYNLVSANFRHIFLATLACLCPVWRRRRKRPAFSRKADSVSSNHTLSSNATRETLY
KOR beta-arrestin-1 = kappa opioid receptor blockers – cell-based, luminescence, uHTS (AID 1778); KOR beta-arrestin recruitment, luminescence, antagonist mode; higher % means a stronger effect; inhibition, % at 10 µM, or IC50 in µM where a hit was titrated; hit rate 0.091% among 290,000; further: strong numbers were not always called active
GPR55 beta-arrestin = GPR55 agonists via beta-arrestin recruitment, primary screen, imaging, U2OS cells, beta-arrestin-GFP redistribution (AID 1961). activation, % at 10 µM; hits with a dose series show EC50 in µM. U2OS GPR55 beta-arrestin-GFP redistribution imaging; higher % means a stronger effect. hit rate 0.048% among 290,000;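 active means activation above 40% with more than 50 cells counted in the well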;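 further: U2OS osteosarcoma cells stably expressing GPR55 and beta-arrestin-GFP; plate controls were DMSO negative control for no effect and LPI positive control for full effect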
HEK293 NOD2/NF-kB = NOD2 signaling inhibitors, cell-based, luminescence, uHTS, HEK293 (AID 1566); HEK293 NOD2/NF-kB luciferase reporter, luminescence; higher % means a stronger effect; inhibition, % at 4 µM, or EC50 in µM where a hit was titrated; hit rate 0.63% among 290,000; further: many of its hits are not listed in these tables
GPR55 antagonists = inhibition of LPI-stimulated GPR55 beta-arrestin translocation – imaging, U2OS, beta-arrestin-GFP, LPI agonist, primary screen (AID 2013) | one-dose inhibition, % at 10 µM; IC50 in µM for titrated hits | U2OS GPR55 beta-arrestin-GFP translocation imaging, LPI antagonism; higher % means a stronger effect | hit rate 0.13% among 290,000;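 active means spots per cell inhibited over 60%, with over 100 cells counted and total cytoplasm intensity under 500,000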;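 further: U2OS cells stably carrying GPR55 and arrestin-GFP stimulated by 5 µM LPI near EC80; imaged beta-arrestin-GFP aggregate spots per cell after agonist stimulation; plate controls were LPI-stimulated DMSO wells for no effect and DMSO wells without LPI for full effect; some results filed as inactive read as strong as hits; confirmed hits need IC50 under 10 µM and bright autofluorescent wells are also inconclusive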
KOR beta-arrestin-2 = KOR agonists, beta-arrestin recruitment, primary screen, cell-based, luminescence, uHTS (AID 1777); KOR beta-arrestin recruitment, luminescence; higher % means a stronger effect; hit rate 0.02% among 280,000; activation, % at 10 µM, or EC50 in µM where a hit was titrated; in the data active means activation above about 50%, passing the limit was not always enough; further: a part of the inactive calls stands beside numbers as strong as those of hits
T cell HTS = modulates CD8 T cell binding to vesicles; 2C CD8+ T cell-vesicle binding, flow cytometry; active compounds read low; calls only at 7 µM; hit rate 0.068% among 330,000; AID 2052;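 active means response, share of CD8 T cells binding vesicles, and their 90th percentile fluorescence all below set limits, cut at about 80% in these data, passing the limit was not always enough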
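incubation = binding step 1.5 h, 37 °C, antibody labelling 20 min, ice | test system = 2C mouse CD8+ T cells | read-out basis = percent CD8+ FL2 mean versus row control | controls = Peptide-free naked vesicles (low) and QL9 vesicles with 0.7% DMSO vehicle (high) | detection = flow cytometry of vesicle-bound cells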
Myeloid diff 2 = compounds promoting myeloid differentiation; calls only at 10 µM; ER-HoxA9 myeloid progenitors, lysozyme-GFP differentiation, flow cytometry; AID 624256; hit rate 1% among 360,000;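 active means normalized GFP-positive differentiation at or above the plate's own cutoff, the solvent-only control mean plus 3 SD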;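 further: cells exposed to compound for four days before flow analysis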
T cell HTS vesicle-bound % = recorded beside T cell HTS, whose call it bears; double positive events, %; measured here: CD8+ vesicle-bound cell fraction;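 binding gate set so that unloaded-vesicle control wells show 10% double positive cells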
NTR1 agonist cell count 20 µM = second read-out of NTR1 agonist, no call of its own (marks repeat the call); cell count; measured here: cell count, cytotoxicity flag
Myeloid diff 2 GFP+ MAC1+ % = recorded beside Myeloid diff 2, whose call it bears; GFP+ MAC1+ double positive, %; measured here: differentiation confirmed by MAC1 staining
An asterisk follows results filed as active; i = inactive; x = not tested or not shown; [ ] = dose if it differs, or a comment. Unless noted, no stated cut-off is given here; in the data, active means inhibition above about 50%; inactive means the rest. Not all compounds are listed; count on the stated rates, not on these rows.

SMILES	NOD1 inhibition	NTR1 agonist	NTR1 agonist cell count 20 µM	KOR beta-arrestin-1	GPR55 beta-arrestin	HEK293 NOD2/NF-kB	GPR55 antagonists	KOR beta-arrestin-2	T cell HTS	T cell HTS vesicle-bound %	Myeloid diff 2	Myeloid diff 2 GFP+ MAC1+ %
CC(=O)N1CCc2cc(S(=O)(=O)NCCC(=O)Nc3ccc4c(c3)OCCO4)ccc21	-30%	-1.9	55	-4%	-0.1%	-32%	5%	-0.2%	i	20	i	4.5
O=C(CSc1nnc(-c2ccc(O)cc2)n1-c1ccccc1)CC(=O)Nc1ccccc1	46%	2.4	78	9%	0.6%	21%	1%	5.5%	i	7	i	0.6
CSCC(=O)NC1CCCN(C2Cc3ccccc3C2)C1 (configuration not stated)	-22%	2.1	60	-22%[20 µM]	0.5%	9%	5%	-0.1%	i	57	i	0.3
Cc1cccc(C)c1NC(=O)COC(=O)c1ccc2[nH]c3c(c2c1)CCCC3	-33%	3.8	54	-45%[20 µM]	-0.1%	11%	-6%	-0.1%	i	18	i	0.4
Cc1cccc(N(CC(O)CN2CCOCC2)S(=O)(=O)c2ccccc2)c1 (configuration not stated)	-4%	-0.5	46	10%	0.1%	15%	-7%	2.3%	i	9	i	2.2
Cc1ccc2oc(=O)c3cc(C(=O)NCCCN4C(C)CCCC4C)sc3c2c1 (configuration not stated)	-14%	-1.8	67	-8%	-0.2%	20%	13%	1.8%	i	6	i	1.9
COc1ccc(-c2cc(C(=O)Nc3cc(C)nn3-c3ccccc3)no2)cc1OC	-14%	-0.6	58	-3%	0.1%	1%	9%	5.3%	i	38	i	0.3
COc1ccc(-c2nnc(SCC#N)o2)cc1	-13%	2.2	87	22%	0.2%	-1%	19%	-4.9%	i	24	i	1.3
Cc1ccc(/C(COc2ccccc2O)=N\O)cc1	-11%	0.7	48	7%	-0.3%	9%	7%	0.9%	i	30	i	1.4
Oc1ccc(/C=N/Nc2cc(N3CCOCC3)nc(N3CCOCC3)n2)cc1O	-40%	1.2	39	35%	0.0%	14%	5%	-3.5%	i	46	i	0.5
COc1ccc(NC(=O)c2ccc(NS(=O)(=O)c3c(C)noc3C)cc2)cc1OC	-39%	-1.4	58	-11%	0.0%	16%	16%	-3.3%	i	15	i	1.6
Cc1ccc(C)c(/C(O)=C2/C(=O)C(=O)N(CCN3CCOCC3)C2c2ccc(C)o2)c1 (configuration not stated)	5%	-2.6	85	9%	0.2%	2%	-2%	0.6%	i	58	i	1.6
Cc1ccc(C)c(N2CCN(C(=O)c3ccc4c(c3)c(C)c(C)n4C)CC2)c1	7%	13	76	-42%	-0.1%	-7%	-8%	3.3%	i	24	i	1.4
N#CC1=C(N)Nc2nc3ccccc3n2C1c1ccc(Cl)cc1 (configuration not stated)	-42%	6.1	33	-59%	-0.3%	-21%	10%	15%	i	16	i	1.1
O=C(Nc1cccc(C(F)(F)F)c1)NC1CCCCC1	-8%	-1.2	39	-54%	-0.2%	5%	9%	3.3%	i	32	x	x
CCc1c(C)nc2ncnn2c1N1CCC(C(=O)Nc2ccc(C)cc2)CC1	25%	3.8	56	3%	-0.2%	31%	0%	-5.4%	i	50	i	2.2
O=c1[nH]nc(SCCS(=O)(=O)c2ccc(F)cc2)n1-c1ccccc1	-11%	0.0	58	22%	-0.2%	-22%	2%	2.2%	i	43	i	1.0
CC(C)Oc1ccc(C2CC(=O)N(c3cccc(C(=O)O)c3)C2=O)cc1 (configuration not stated)	-15%	0.1	76	-2%	-0.3%	-8%	-14%	-3.1%	i	43	i	0.6
O=C(CCSCc1cccc(Cl)c1)NCCc1ccc(Cl)cc1	-30%	3.1	45	-18%	0.3%	-11%	2%	-1.0%	i	28	i	0.3
O=C(O)CC(NC(=O)COc1ccccc1)c1cccc([N+](=O)[O-])c1 (configuration not stated)	-18%	0.4	42	2%	-0.3%	23%	17%	-2.3%	i	64	i	0.3
CC(=O)Nc1ccc(S(=O)(=O)N(C)CCOCc2ccccc2)cc1	18%	-0.9	58	-30%	0.3%	-2%	-14%	11%	i	7	i	1.1
O=C(c1ccc(CS(=O)c2ccc(F)cc2)o1)N1CCN(C2CCCCC2)CC1 (configuration not stated)	-25%	-1.0	73	28%	0.2%	-3%	10%	3.2%	i	36	i	4.0
N#C/C(=N\Nc1ccc(Cl)cc1)C(=N)N1CCCCCC1	-64%	-0.3	23	0%	0.6%	-87%	2%	-2.3%	i	14	i	0.0
Cc1ccc(S(=O)(=O)N2CCCC(C(=O)NCC3CCCO3)C2)cc1 (configuration not stated)	-16%	-1.3	43	46%	-0.1%	-4%	7%	-1.4%	i	40	i	0.6
CC1CCCCC1NC(=O)COn1nnc2ccc(Cl)cc21 (configuration not stated)	-11%	0.8	30	-12%	-0.1%	4%	2%	1.3%	i	42	i	0.8
CCc1ccc(C(=O)COC(=O)C(Cc2ccccc2)NC(=O)c2ccc(Cl)cc2)cc1 (configuration not stated)	-5%	-0.2	47	16%	0.3%	-21%	1%	2.2%	i	64	i	0.4
CCN1C(=O)S/C(=C/c2ccc(Sc3nc4ccccc4[nH]3)o2)C1=O	39%	10	50	-10%	-0.3%	30%	3%	-0.2%	i	43	i	0.2
COc1ccc(Nc2ncnc3ccccc23)cc1	16%	-0.1	39	-19%	0.0%	-25%	-1%	-2.3%	i	56	i	0.4
CCCCS(=O)c1c(O)c2ccccc2[nH]c1=O (configuration not stated)	-32%	1.0	60	5%	-0.5%	9%	10%	2.3%	i	55	i	0.1
CNC(=S)N(Cc1cc2cc(C)cc(C)c2[nH]c1=O)C1CCCC1	-38%	1.7	42	-7%	0.6%	18%	7%	-5.9%	i	57	i	0.4
CC1(C)Cc2nc3sc4c(NCCO)ncnc4c3cc2CS1	-4%	1.9	42	3%	-0.3%	7%	2%	11%	i	24	i	0.6
Cc1[nH]c(=O)c(C#N)c2c1COC(C)(C)C2	4%	-0.2	96	25%[20 µM]	-0.1%	6%	7%	x	i	57	i	0.1
CN(C)c1ccc(CN(C(=O)COc2ccccc2)C2CCS(=O)(=O)C2)cc1 (configuration not stated)	-12%	1.6	65	-5%	0.0%	-9%	-6%	-1.1%	i	47	i	1.3
CCC(C)c1ccc(OCC(=O)Nc2ccc(CN3CCOCC3)cc2)cc1 (configuration not stated)	2%	1.6	56	7%	-0.1%	29%	-4%	0.5%	i	10	i	0.4
N#C/C(=C/c1ccc(O)cc1)C(=O)NCc1ccc(Cl)cc1	-26%	3.9	65	-8%	0.9%	2%	1%	0.7%	i	26	i	0.8
CC(C)CN(C(=O)COC(=O)c1ccccc1SCC(=O)NC1CCCCCC1)C1CCS(=O)(=O)C1 (configuration not stated)	-15%	-0.3	52	6%	0.2%	-1%	11%	-4.5%	i	27	i	0.2
CCOC(=O)C1(CCCc2ccccc2)CCN(S(=O)(=O)N(C)C)CC1	-25%	2.0	55	9%	0.9%	-3%	-7%	-0.9%	i	70	i	0.1
Cn1c(=O)[nH]c(=O)c2c1nc(NC1CCCCC1)n2CC(=O)NC1CCCCC1	-15%	x	x	x	-0.2%	13%	-1%	x	x	x	x	x
O=C(O)C1CCCN(C(=O)c2cccc3ccccc23)C1 (configuration not stated)	-21%	1.5	53	6%	0.5%	4%	3%	-5.9%	i	12	i	0.8
O=C(Nc1nccs1)c1ccc(S(=O)(=O)N2CCCCC2)cc1	-29%	-0.4	96	5%	-0.1%	-8%	4%	-2.0%	i	40	i	2.5
COc1ccc(CCNC(=O)CCC(=O)NC2CCCCC2)cc1OC	-22%	0.9	54	-2%	-0.1%	3%	11%	-5.7%	i	8	i	0.4
COCCN(CC(=O)NC1CCCCC1)C(=O)CCCC(=O)Nc1ccccn1	-29%	1.1	85	-6%[20 µM]	0.0%	-6%	7%	-3.8%	i	12	i	0.4
Cc1ccc(Nc2nc(CSc3nnnn3C)cs2)cc1	-36%	-0.3	86	-19%	0.3%	-57%	-7%	-3.3%	i	38	i	1.1
O=C(CN1CCCCCC1)Nc1ccccc1OC(F)F	-15%	-0.6	49	-36%	0.0%	9%	5%	-1.3%	i	42	i	0.3
CCOC(=O)NCc1ccc(S(=O)(=O)Nc2ccccc2C)cc1	-3%	1.9	83	41%	0.3%	-14%	-15%	-5.3%	i	52	i	1.8
CCOC(=O)c1sc(SC)c2c1CCC/C2=N/OC	-5%	1.5	34	-13%	0.0%	26%	0%	6.3%	i	10	i	0.5
CCn1c(-c2cccc(S(=O)(=O)N3CCCC3)c2)n[nH]c1=S	5%	2.4	49	39%	-0.1%	9%	6%	-0.8%	i	9	i	0.4

3 entries picked at random from those above, as already listed:
SMILES	NOD1 inhibition	NTR1 agonist	NTR1 agonist cell count 20 µM	KOR beta-arrestin-1	GPR55 beta-arrestin	HEK293 NOD2/NF-kB	GPR55 antagonists	KOR beta-arrestin-2	T cell HTS	T cell HTS vesicle-bound %	Myeloid diff 2	Myeloid diff 2 GFP+ MAC1+ %
O=C(c1ccc(CS(=O)c2ccc(F)cc2)o1)N1CCN(C2CCCCC2)CC1 (configuration not stated)	-25%	-1.0	73	28%	0.2%	-3%	10%	3.2%	i	36	i	4.0
COc1ccc(-c2nnc(SCC#N)o2)cc1	-13%	2.2	87	22%	0.2%	-1%	19%	-4.9%	i	24	i	1.3
Cc1ccc(C)c(N2CCN(C(=O)c3ccc4c(c3)c(C)c(C)n4C)CC2)c1	7%	13	76	-42%	-0.1%	-7%	-8%	3.3%	i	24	i	1.4

Just NOD1 inhibition and GPR55 antagonists (three entries from above):
Structure,NOD1 inhibition,GPR55 antagonists
Cc1ccc(Nc2nc(CSc3nnnn3C)cs2)cc1,-36%,-7%
O=C(CN1CCCCCC1)Nc1ccccc1OC(F)F,-15%,5%
CCOC(=O)NCc1ccc(S(=O)(=O)Nc2ccccc2C)cc1,-3%,-15%
